Source: PubChem (several laboratories)
Efa HMGR inh = inhibitors of class II HMG-CoA reductase from Enterococcus faecalis; purified E. faecalis HMGR, NADPH absorbance 340 nm kinetic; inhibition, % at 10 µM; 190,000 tested, 0.41% active;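 active = inhibition above a set limit, the median over all tested compounds plus 3 SD, cut at about 9.5% in these data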;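 also: enzyme runs in reverse so mevalonate oxidation gives rising NADPH absorbance; 0% = complete reaction with DMSO and 100% = background rate lacking mevalonate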
TNAP inh no acc = inhibitors of human TNAP without phosphate acceptor. purified TNAP, CDP-star luminescence, 30 min. inhibition, % at 20 µM. 200,000 tested, 0.26% active. AID 1012;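 active = tissue-nonspecific alkaline phosphatase inhibition above about 50% at 20 µM in the single-dose screen, limit read from the data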;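 also: 0% = DMSO negative control and 100% = EDTA positive control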
Target sequence (P05186 whole entry, looked up): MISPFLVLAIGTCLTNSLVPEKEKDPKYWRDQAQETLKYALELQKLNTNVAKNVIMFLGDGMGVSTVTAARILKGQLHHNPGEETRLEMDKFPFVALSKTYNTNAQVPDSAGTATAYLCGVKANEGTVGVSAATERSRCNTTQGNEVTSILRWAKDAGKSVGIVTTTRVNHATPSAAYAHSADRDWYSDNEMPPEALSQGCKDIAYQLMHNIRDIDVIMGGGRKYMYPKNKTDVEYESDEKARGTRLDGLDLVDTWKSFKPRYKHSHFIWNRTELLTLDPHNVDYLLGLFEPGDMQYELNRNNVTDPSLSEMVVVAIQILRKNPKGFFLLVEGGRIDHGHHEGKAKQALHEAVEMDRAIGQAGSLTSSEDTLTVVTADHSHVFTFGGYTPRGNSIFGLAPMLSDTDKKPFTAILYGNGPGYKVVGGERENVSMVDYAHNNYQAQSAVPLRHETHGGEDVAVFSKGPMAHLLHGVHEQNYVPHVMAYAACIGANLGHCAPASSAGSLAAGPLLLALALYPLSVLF
Diaphorase act = diaphorase activation or chemical reduction counter-screen; activation factor at 20 µM; 190,000 tested, 0.005% active; AID 1229; Diaphorase/resazurin coupled assay, resorufin fluorescence, 16 min; active compounds read high; 1 = vehicle wells, 0 = NADH-free wells;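 active = diaphorase activity raised at least twofold by the compound at 20 µM; inactive = activation factor below 2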
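Material: bacterial diaphorase enzyme (C. kluyveri); amount: enzyme 0.07 U/mL final; reagent: NADH substrate 0.114 mM plus resazurin dye 0.1 mM, final; doses: single compound dose of 20 µM, 1% DMSO final; timing: 16 min enzyme reaction, ambient temperature; measured by: fluorescence of resorufin, 544 nm excitation, 590 nm emission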
PMI act hi M6P = increases human PMI activity with near-saturating mannose 6-phosphate. coupled PMI enzyme assay, resazurin fluorescence, 20 min; active compounds read high; 1 = untreated enzyme, 0 = substrate-free blank. AID 1216. activation factor at 20 µM. P34949. 190,000 tested, 0.34% active;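 active = activation factor of 2 or more at 20 µM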
Target sequence (P34949 whole entry, looked up): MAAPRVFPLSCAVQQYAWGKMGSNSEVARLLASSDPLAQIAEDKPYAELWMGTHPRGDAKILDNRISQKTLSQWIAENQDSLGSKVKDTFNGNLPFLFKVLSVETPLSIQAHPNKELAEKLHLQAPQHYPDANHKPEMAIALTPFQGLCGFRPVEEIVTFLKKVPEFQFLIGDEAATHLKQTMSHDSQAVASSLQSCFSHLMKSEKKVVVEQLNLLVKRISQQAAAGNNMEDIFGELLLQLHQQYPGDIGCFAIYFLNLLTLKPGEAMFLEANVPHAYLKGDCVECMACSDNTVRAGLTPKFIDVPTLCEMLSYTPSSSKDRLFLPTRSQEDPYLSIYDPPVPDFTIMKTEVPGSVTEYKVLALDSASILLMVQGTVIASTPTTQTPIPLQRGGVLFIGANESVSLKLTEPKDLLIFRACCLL
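Test system: human phosphomannose isomerase with PGI, G6PDH, diaphorase coupling enzymes; amount: 15 ng/mL PMI; incubation: enzyme reaction with compound 20 min at room temperature; technique: resorufin fluorescence (Ex 544/Em 590 nm) from resazurin via diaphorase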
TNAP inh hiacc = TNAP (human) inhibition, high acceptor. P05186. purified TNAP, CDP-star luminescence, 1 M DEA. inhibition, % at 20 µM. 200,000 tested, 0.03% active;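 active = over 50% inhibition of tissue-nonspecific alkaline phosphatase at 20 µM in the single-dose screen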;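 also: plate controls were DMSO wells for no effect and EDTA-quenched wells as full inhibition for full effect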
G6PDH CS = L. mesenteroides G6PDH inhibition counter-screen | Purified L. mesenteroides G6PDH, diaphorase/resazurin coupled fluorescence, 45 min | inhibition, % at 5 µM | 200,000 tested, 0.12% active | AID 1020; in the data active = inhibition above about 50%
TNAP act hiacc = TNAP (human) activation, high acceptor; P05186; 200,000 tested, under 10 active; AID 1136; activation factor at 20 µM; purified TNAP, CDP-star luminescence, 1 M DEA, 30 min; active compounds read high; 0 = EDTA background, 1 = DMSO-only activity;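 active = activation factor at least 2 at 20 µM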
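Test system – human TNAP · Doses – 20 µM single point · Incubation – 30 min, room temperature · Signal – luminescent substrate turnover signal · Read-out basis – activation factor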
FLuc stim CS = affects firefly luciferase, flagging false hits in luciferase stimulation screens. ATPlite luciferase biochemical, luminescence, 10 min; 0 = ATP-free wells, 1 = DMSO control. activation factor at 10 µM. 200,000 tested, under 10 active;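 active = luciferase activation factor, scaled between plate controls, of at least 2 with compound at 10 µM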
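Assay system – cell-free luciferase reagent · Medium – PBS-based ATP solution · Dosing – test compounds dosed from 2 mM stocks in 100% DMSO · Timing – 10 min, room temperature · Technique – light output (luminescence) · Measure – luminescence gain marking luciferase activators · Controls – No-ATP low control, compound-free enzyme-plus-ATP high control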
Diaph inh CS = diaphorase inhibition or chemical oxidation counter-screen. diaphorase resazurin-to-resorufin fluorescence, NADH, 16 min; bacterial (C. kluyveri) enzyme, not human. inhibition, % at 20 µM. 190,000 tested, 0.69% active. AID 1217;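 active = primary screen inhibition at 20 µM above a set limit, cut at about 50% in these data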;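 also: plate controls were DMSO with full reaction for no effect and wells lacking NADH for full effect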
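material = Clostridium kluyveri diaphorase enzyme | amount = 0.14 U/mL diaphorase, enzyme working solution | schedule = incubation 16 min, room temperature | detection = fluorescence of resorufin formed from resazurin, Ex 544/Em 590 nm | benchmarks = positive control minus NADH, DMSO neutral control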
PMI act = increases human mannose-6-phosphate isomerase activity; purified human PMI, coupled resazurin fluorescence, 20 min; active compounds read high; 1 = vehicle control, 0 substrate-free wells; AID 1214; activation factor at 20 µM; 190,000 tested, 0.005% active;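 active = activation factor of 2 or more at 20 µM, relative to plate controls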
* marks the source's active call; other numbers are inactive results.

A first look, 5 compounds:
SMILES	Efa HMGR inh	TNAP inh no acc	Diaphorase act	PMI act hi M6P	TNAP inh hiacc	G6PDH CS	TNAP act hiacc	FLuc stim CS	Diaph inh CS	PMI act
COc1ccc(CCNC(=O)CCn2c(SCC#N)nc3ccccc3c2=O)cc1OC	-5.4	11.0	1.1	1.1	-3.9	4.0	1	1.1	-6.3	1.1
COC(=O)CSc1nnnn1-c1ccccc1	-2.5	-9.3	1	1	-2.4	2.1	1	1	4.7	1
Cc1cc(C)c2nc(-c3ccccn3)cc(C(=O)Nc3ccc(S(=O)(=O)Nc4cc(C)on4)cc3)c2c1	-6.5	1.7	1	1.2	-5.3	9.6	1.1	1	0.7	1.1
CCC(Sc1nc2cc3c(cc2c(=O)n1Cc1ccco1)OCO3)C(=O)NCCOC (stereo not drawn)	8.2	-8.3	0.9	0.9	-1.7	-1.1	1	1.1	10.1	1
O=C(Nc1nc(-c2nc3ccccc3s2)cs1)c1ccc(S(=O)(=O)N2CCOCC2)cc1	-7.1	-2.5	0.9	1	-2.8	2.5	1	1.1	10.6	0.9

This part in full, from the start:
SMILES	Efa HMGR inh	TNAP inh no acc	Diaphorase act	PMI act hi M6P	TNAP inh hiacc	G6PDH CS	TNAP act hiacc	FLuc stim CS	Diaph inh CS	PMI act
COc1ccc(CCNC(=O)CCn2c(SCC#N)nc3ccccc3c2=O)cc1OC	-5.4	11.0	1.1	1.1	-3.9	4.0	1	1.1	-6.3	1.1
COC(=O)CSc1nnnn1-c1ccccc1	-2.5	-9.3	1	1	-2.4	2.1	1	1	4.7	1
Cc1cc(C)c2nc(-c3ccccn3)cc(C(=O)Nc3ccc(S(=O)(=O)Nc4cc(C)on4)cc3)c2c1	-6.5	1.7	1	1.2	-5.3	9.6	1.1	1	0.7	1.1
CCC(Sc1nc2cc3c(cc2c(=O)n1Cc1ccco1)OCO3)C(=O)NCCOC (stereo not drawn)	8.2	-8.3	0.9	0.9	-1.7	-1.1	1	1.1	10.1	1
O=C(Nc1nc(-c2nc3ccccc3s2)cs1)c1ccc(S(=O)(=O)N2CCOCC2)cc1	-7.1	-2.5	0.9	1	-2.8	2.5	1	1.1	10.6	0.9
NC(=NCCc1c[nH]c2ccccc12)NS(=O)(=O)c1cc(F)ccc1F	2.8	-7.8	0.8	1	-0.3	2.7	1	1	18.2	0.9
COc1cccc(C2C3=C(CC(C)(C)CC3=O)Nc3cc4c(cc32)OCO4)c1 (stereo not drawn)	-7.5	7.5	0.7	0.9	-4.5	10.2	1	1.1	26.6	1
N#Cc1c(NC(=O)CN2CCOCC2)oc(-c2ccccc2)c1-c1ccccc1	-0.4	1.8	0.8	0.9	-2.3	4.6	1	1	20.9	0.9
COc1ccc(CCC(C)Nc2cccc(F)c2)cc1 (stereo not drawn)	1.0	-9.0	0.9	0.8	-2.9	14.4	1	0.9	14.6	0.8
CC1Cc2ccccc2N1C(=O)CN1C(=O)CN(C)C(=O)c2ccccc21 (stereo not drawn)	2.1	-3.1	1.1	1.1	-8.5	9.9	1.1	1	-8.6	1.1
CN(C)C(=O)CSc1nc2ccccc2c(=O)[nH]1	-0.9	-10.3	1	1	-9.5	6.2	1.1	1	2.5	0.9
CCOC(=O)Cn1cnc2c(nnn2-c2ccc(C)cc2)c1=O	-5.4	-14.3	0.9	1.1	0.4	16.1	1	1	8.5	1.1
CCCOc1ccc(OCC(=O)c2[nH]c(C)c(C(C)=O)c2C)cc1	-2.9	-5.9	1	1	1.3	-4.1	1	1.1	3.9	1
Cc1c(N2C(=O)/C(=C\C3CC=CCC3)SC2=S)c(=O)n(-c2ccccc2)n1C (stereo not drawn)	0.0	5.3	0.8	0.8	-1.4	4.0	1	1	18.9	0.9
CCOc1cc(/C=N/NC(=O)c2cc(-c3cccnc3)nc3ccccc23)ccc1O	-2.7	-12.8	0.9	0.9	-0.9	-4.8	1	1	10.6	1
COc1ccc(-c2cc3c(=O)n(CC(=O)NC4CCN(Cc5ccccc5)CC4)ncn3n2)cc1	-5.2	-9.1	1	0.9	-2.3	-37.8	1	0.9	2.9	0.9
Cc1cc(C)c2nc(-c3ccccn3)cc(C(=O)Nc3cc(C)on3)c2c1	-2.1	-3.6	1	1	2.5	-0.1	1	1	1.2	0.9
COCC(=O)/C=C1\Sc2ccccc2N1C	-2.0	-7.3	0.9	0.9	0.1	0.4	1	1	13.4	0.9
OCCC1CN(C2CSCCSC2)CCN1Cc1ccccc1 (stereo not drawn)	-2.8	-9.0	0.7	0.9	-8.0	12.2	1.1	1	26.7	0.9
Cc1c(NS(=O)(=O)c2ccc(Br)s2)c(=O)n(-c2ccccc2)n1C	10.4*	-6.8	1.1	1	-0.3	8.3	1	1	-5.3	0.9
Cc1nnc2sc(-c3ccc(NC(=O)CSc4ccc(Cl)cc4)cc3)nn12	2.4	-2.1	0.9	0.9	-0.9	-1.7	1	1	11.5	0.9
O=C(NCc1nnc(SCc2ccccc2)n1-c1ccc(F)cc1)C12CC3CC(CC(C3)C1)C2	-1.1	-11.7	0.7	0.9	-5.1	-14.1	1.1	1	25.7	0.9
O=C(NNc1nc2ccccc2s1)Nc1ccccc1	-5.0	-2.2	0.9	1.1	1.3	0.4	1	1	5.6	1.1
COc1ccc(NC(=O)CN(c2cc(C)cc(C)c2)S(=O)(=O)c2c(C)n[nH]c2C)cc1	0.7	-22.1	0.9	1	-7.0	15.0	1.1	1	9.8	0.9
CCN(CC)S(=O)(=O)c1cccc(-c2n[nH]c(=S)n2Cc2ccccc2)c1	1.1	-40.9	0.9	1	-1.0	-0.8	1	1	13.9	1

Next results:
SMILES	Efa HMGR inh	TNAP inh no acc	Diaphorase act	PMI act hi M6P	TNAP inh hiacc	G6PDH CS	TNAP act hiacc	FLuc stim CS	Diaph inh CS	PMI act
COc1cccc(C(=O)c2c[nH]c(C(=O)NCc3cccs3)c2)c1	1.0	0.6	0.9	0.9	-1.9	-12.5	1	1.1	13.6	0.9
COc1ccc(NC(=O)Cn2nnc(-c3ccccc3NS(=O)(=O)c3ccccc3)n2)cc1	-4.0	23.1	0.8	1	5.3	-4.8	0.9	1.1	21.2	0.9
CCc1ccc(CCC(=O)Nc2nc(CC(C)=O)ns2)o1	-9.1	-11.0	0.9	0.9	-7.8	3.1	1.1	1.1	14.9	1
O=C(CCN1CCN(c2ccc(Cl)cc2)CC1)Nc1ccccc1F	-4.1	-13.2	0.9	0.9	-3.2	11.0	1	1	12.1	0.9
CCN(CC)S(=O)(=O)c1ccc(N2CCN(S(=O)(=O)c3ccccc3C#N)CC2)nc1	0.0	3.7	0.9	1	0.1	16.6	1	1.1	8.8	1
NS(=O)(=O)c1ccc(CNC(=S)NC2CCCC2)cc1	1.1	-4.2	1	0.7	1.4	7.8	1	1	4.1	1
O=[N+]([O-])c1cccnc1N1CCN(c2ccc(F)cc2)CC1	-3.0	-1.5	0.8	0.8	1.3	3.9	1	1.1	20.7	0.9
COC(=O)CSc1nc(NC(C)=O)nc(C)c1Br	-5.3	-3.3	0.8	1	2.5	3.9	1	1	16.5	0.8
Cc1ccc(-c2ccc(=O)n(CC(=O)NCc3ccc(F)cc3)n2)cc1	-3.9	-4.3	1	1.2	0.2	-0.8	1	1.1	4.4	1.1
Cc1[nH][nH]c(=O)c1C(c1ccc(-c2ccc(Cl)c(Cl)c2)o1)c1c(C)[nH][nH]c1=O	8.9	-25.5	0.8	1.5	10.8	20.2	0.9	1	23.3	1.2
c1ccc(-c2cc(-c3ccncc3)nc3ccc4ccccc4c23)cc1	-3.7	10.3	0.8	1	-2.6	-13.5	1	1.1	15.4	0.9
O=C(CC1C(=O)NCCN1CC1CCCCC1)NCc1ccc(Cl)cc1 (stereo not drawn)	-3.3	-10.7	1	1	-6.3	2.8	1.1	1.1	4.5	1
CCSc1ccccc1C(=O)NCc1cccnc1	-5.6	-8.8	0.9	1	-8.7	3.4	1.1	1	5.1	1
Cc1ccc(S(=O)(=O)Cn2nnnc2C(c2ccccn2)N2CCN(c3ccccc3)CC2)cc1 (stereo not drawn)	0.3	-8.8	0.7	0.9	-9.8	2.2	1.1	1	25.2	0.9
O=C(NC(=S)Nc1ccc(Oc2ccccc2)cc1)c1ccc(Cl)cc1	-2.0	0.0	0.9	0.9	1.1	1.4	1	1.1	14.4	0.9
O=C(N/C(=C/C=C/c1ccccc1)C(=O)N1CCOCC1)c1ccccc1Br	-3.4	4.9	1.1	1.1	-0.9	7.9	1	1	-13.4	1.1
COCc1c(Br)c(C)nc(OCC(=O)N/N=C/c2ccc(C)o2)c1C#N	-2.3	-12.6	0.8	1.1	-6.2	-1.7	1.1	1.1	17.7	1
COc1ccc(C(=O)Nc2cccc(C(=O)N3CCN(C)CC3)c2)cc1	-1.5	-6.5	1	1	3.7	1.0	1	0.9	3.6	0.9
Cn1cccc1Cc1nnc(SCC(=O)N2CCN(c3ccccc3)CC2)n1-c1ccc(F)cc1	-4.0	-10.7	0.7	0.9	-4.9	7.0	1	1	29.3	0.9
Cc1[nH]nc2c1C1(CCOCC1)C(C#N)=C(N)O2	-4.7	-16.6	0.9	1.1	-9.8	3.8	1.1	1.1	7.5	1.1
COc1ccc(CC(NC(C)=O)C(=O)N2CCN(C(=O)Nc3cccc(F)c3)CC2)cc1OC (stereo not drawn)	-4.0	-13.7	0.9	1	-6.4	6.0	1.1	1	13.8	1
COc1ccc(C)cc1NC(=O)N1CCCc2ccccc21	1.9	-5.4	1	0.9	-2.8	7.6	1	1	3.4	1
COC(Cn1c(-c2cccc(S(=O)(=O)N(C)C)c2)n[nH]c1=S)OC	-0.2	-0.3	0.8	1	-6.5	2.8	1.1	1	19.6	0.9
C=CCNC(=O)C1CC(=O)N(c2ccc(OCC(=O)Nc3cccc(OC)c3)cc2)C1 (stereo not drawn)	1.3	-8.8	0.9	1	-4.6	5.1	1	1.2	11.8	1
C#CCSc1nnc(-c2ccc(O)cc2)o1	-4.4	-0.6	0.9	1	-4.2	3.8	1	0.9	9.2	0.9
CCc1ccccc1S(=O)(=O)Cc1ccc(C(=O)NCc2ccc3c(c2)OCO3)o1	-5.5	7.2	0.9	1	-5.3	15.7	1.1	1.1	9.3	1
CCOC(=O)COc1ccc2cc(C(=O)OCC)c(=O)oc2c1	4.4	-17.8	0.9	1	-5.7	-4.0	1.1	1	14.3	0.9
O=C(O)CCn1[nH]c(=O)c2ccccc2c1=O	-0.3	-12.8	0.9	1	-7.8	-0.1	1.1	1.1	8.7	1
CC(C)(C)c1nnc(NC(=O)Cc2ccccc2[N+](=O)[O-])s1	-5.8	-8.6	0.8	1	-6.1	5.3	1.1	1	15.4	1.1
CC(=O)CSc1ncnc2c1cnn2-c1ccccc1	-4.5	-27.1	1	0.9	-3.7	1.6	1	0.6	-1.6	1

This is a random part of the collection (roughly 1.7% active in at least one column).
